# High-throughput results from PubChem.
# NRP1-CendR mod: modulators of CendR peptide binding to NRP-1, primary screen, biochemical, fluorescence polarization, uHTS; FAM-RPARPAR peptide binding to NRP-1; AID 602438, 2012; Neuropilin-1 (Homo sapiens), O14786; hit rate 0.85% among 360,000; inhibition, % at 25 µM;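 active means inhibition or corrected inhibition above about 18%, plus a signal ratio from 0.5 to 1.5, limit read from the data, passing the limit was not always enough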; further: strong numbers were not always called active
# LMPTP block: LMPTP phosphatase inhibitors, primary screen, biochemical, fluorescence intensity, uHTS | Low molecular weight phosphotyrosine protein phosphatase (Homo sapiens), P24666 | recombinant LMPTP-A, OMFP fluorogenic substrate | inhibition, % at 20 µM | hit rate 0.22% among 360,000 | AID 651560, 2012;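 active means compounds that cut the enzyme signal by at least half of the control window in the single-dose screen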;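 further: plate controls were DMSO wells with enzyme plus substrate for no effect and substrate without enzyme for full effect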
#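 Test system: LMPTP-A phosphatase enzyme. Amount: LMPTP-A at 0.625 nM final in the reaction. Reagent: OMFP substrate, 400 µM final. Times: 50 min at room temperature. Signal: endpoint fluorescence intensity from OMFP dephosphorylation. Read-out basis: % inhibition. Benchmarks: no-enzyme and uninhibited controls.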
# NadD block: inhibitors of S. aureus NadD, primary screen, biochemical, colorimetric, uHTS | purified NadD enzyme, colorimetric absorbance read-out | AID 602399, 2012 | inhibition, % at 20 µM | Nicotinate-nucleotide adenylyltransferase NadD (Staphylococcus aureus N315) | hit rate 0.78% among 360,000; in the data active means inhibition above about 26%; further: some compounds past the cut are filed as inactive
# SUMO1 PPI mod: modulators of SUMO1 protein-protein interactions, primary screen, biochemical, uHTS; Small ubiquitin-related modifier 1 (Homo sapiens), P63165; SUMO1 binding to a labelled peptide, TR-FRET, 1 h; inhibition, % at 20 µM; hit rate 0.33% among 360,000; AID 602429, 2012; in the data active means inhibition above about 37%
# Neddyl block: inhibitors of cullin neddylation, primary screen, biochemical, TR-FRET, uHTS, NAE and Ubc12. NEDD8-conjugating enzyme Ubc12 (Homo sapiens) + NEDD8-activating enzyme E1 regulatory …. calls only at 25 µM. hit rate 0.58% among 360,000; in the data active means inhibition above about 36%
# DNMT1 inh: human DNMT1 methyltransferase inhibitors, primary screen, biochemical, molecular beacon, fluorescence, HinP1I cleavage, uHTS; DNA (cytosine-5)-methyltransferase 1 (Homo sapiens), P26358; inhibition (reported as % activation of signal), % at 10 µM; hit rate 0.83% among 360,000; in the data active means inhibition above about 50%
# Target sequence (P26358 504-1616 limits assumed): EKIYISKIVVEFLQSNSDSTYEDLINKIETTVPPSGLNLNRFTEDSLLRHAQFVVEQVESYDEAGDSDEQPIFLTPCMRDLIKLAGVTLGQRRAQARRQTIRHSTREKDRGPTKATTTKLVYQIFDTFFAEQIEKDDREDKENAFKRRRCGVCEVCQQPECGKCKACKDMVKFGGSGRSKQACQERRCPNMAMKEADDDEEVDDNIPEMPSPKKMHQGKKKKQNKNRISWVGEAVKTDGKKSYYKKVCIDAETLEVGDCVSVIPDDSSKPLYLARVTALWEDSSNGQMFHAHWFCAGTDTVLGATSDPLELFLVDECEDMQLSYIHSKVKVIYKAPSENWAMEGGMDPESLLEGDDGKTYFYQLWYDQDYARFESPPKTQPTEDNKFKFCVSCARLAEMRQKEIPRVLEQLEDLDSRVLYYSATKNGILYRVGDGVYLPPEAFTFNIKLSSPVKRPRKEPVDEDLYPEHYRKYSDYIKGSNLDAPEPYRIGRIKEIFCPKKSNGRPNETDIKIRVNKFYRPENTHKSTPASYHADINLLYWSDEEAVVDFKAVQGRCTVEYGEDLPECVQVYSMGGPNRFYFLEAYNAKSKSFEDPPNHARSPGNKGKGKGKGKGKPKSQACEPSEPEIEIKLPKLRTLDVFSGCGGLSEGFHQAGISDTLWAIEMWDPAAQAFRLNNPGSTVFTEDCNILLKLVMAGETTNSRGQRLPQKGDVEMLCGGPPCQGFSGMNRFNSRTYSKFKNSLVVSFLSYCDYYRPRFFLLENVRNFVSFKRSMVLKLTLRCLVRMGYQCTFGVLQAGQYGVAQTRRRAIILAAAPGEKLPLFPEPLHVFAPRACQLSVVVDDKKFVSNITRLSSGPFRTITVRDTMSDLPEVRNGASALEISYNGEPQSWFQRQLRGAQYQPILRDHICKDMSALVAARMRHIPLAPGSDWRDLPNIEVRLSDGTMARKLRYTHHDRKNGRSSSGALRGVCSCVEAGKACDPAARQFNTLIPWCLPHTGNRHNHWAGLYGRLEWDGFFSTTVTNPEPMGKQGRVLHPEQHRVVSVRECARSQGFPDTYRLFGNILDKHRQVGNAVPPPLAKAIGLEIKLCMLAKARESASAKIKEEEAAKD
# TbMetRS inhib: T. brucei MetRS inhibitors, primary screen, biochemical, luminescence; purified T. brucei MetRS, ATP depletion, Kinase-Glo luminescence; hit rate 0.4% among 360,000; inhibition, % at 11.9 µM; methionyl-tRNA synthetase (Trypanosoma brucei brucei);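 active means inhibition above a per-plate cutoff of the control wells' mean inhibition plus 3 SD, cut at about 5.5% in these data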;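 further: 0% = DMSO wells median and 100% = median of wells with control inhibitor compound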
#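 Dosing: 11.9 µM single point; system: parasite MetRS enzyme; technique: luminescence of leftover ATP; times: 15 min enzyme-compound preincubation, 2 h reaction, 10 min detection, 25 °C; replicates: each compound tested once; read-out basis: percent inhibition relative to median high and low control wells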
# STEP inh: STEP phosphatase inhibitors, primary screen, biochemical, fluorescence intensity, uHTS | inhibition, % at 20 µM | recombinant STEP, OMFP fluorogenic substrate | AID 588621, 2011 | hit rate 0.25% among 360,000;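 active means inhibition at 20 µM, scaled per plate between control wells, above about 37%, limit read from the data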;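 further: 0% = DMSO with enzyme and substrate and 100% = substrate only without enzyme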
#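 Assay system: isolated STEP enzyme / Timing: 20 min at room temperature, dark / Doses: 20 µM, 1% DMSO / Technique: fluorescence intensity, excitation 480 nm, emission 540 nm / Reagent: fluorogenic phosphatase substrate OMFP at 25 µM final / Measure: percent inhibition scaled to no-enzyme and uninhibited-enzyme controls, plate-pattern corrected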
# SKN-1 block: suppressors of acrylamide-induced Pgst-4::GFP reporter in worms, primary screen, SKN-1 inhibitor project, whole organism, uHTS, GFP/RFP fluorescence ratio, strain VP596. AID 624304, 2012. hit rate 0.49% among 360,000. C. elegans VP596 Pgst-4::GFP/RFP ratio, 24 h. inhibition, % at 21.8 µM;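 active means interference check ratio from 0.5 to 1.5 plus GFP to RFP signal ratio inhibition reaching or exceeding a fixed threshold, cut at about 30% in these data, passing the limit was not always enough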; further: some compounds called inactive have numbers as strong as hits
# Scp-1 inhibitor: Scp-1 phosphatase inhibitors, primary screen, biochemical, colorimetric, uHTS; AID 493091, 2011; inhibition, % at 20 µM; Recombinant Scp1, phosphopeptide, malachite green phosphate absorbance; hit rate 0.88% among 340,000;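 active means inhibition above about 50% at 20 µM, limit read from the data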;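 further: plate controls were DMSO wells with enzyme for no effect and wells lacking enzyme for full effect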
#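 Times: enzyme reaction 45 min at room temperature, colour 5 min, stabilisation 30 min. Material: SCP-1 catalytic fragment, aa 76-261. Medium: Acidic Tris acetate buffer with magnesium and detergent. Signal: colorimetric free-phosphate detection, absorbance 630 nm. Read-out basis: % inhibition of SCP-1 phosphate liberation. Reagent: Phosphorylated 17-residue peptide substrate.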
# Starred values were filed as active, the others as inactive; i = inactive; / = no result given.
SMILES,NRP1-CendR mod,LMPTP block,NadD block,SUMO1 PPI mod,Neddyl block,DNMT1 inh,TbMetRS inhib,STEP inh,SKN-1 block,Scp-1 inhibitor
CCOC(=O)[C@]12CCC=C1N(CCC1=CCCCC1)C(=O)[C@H](CC(=O)NCc1cccs1)C2,3,-1.8,-4,3,i,/,-1.2,/,-2,/
CCC(C)C(=O)Nc1nnc(CCc2ccccc2)s1 (stereo not drawn),14,0.8,-5,3,i,1,-0.6,-4,-1,-7
NS(=O)(=O)c1cnccc1Nc1ccc(Cl)cc1,-8,-0.1,2,3,i,0,-0.6,0,-1,-2
O=C(Nc1cccc2ccccc12)c1cnsn1,7,-1.3,-5,-4,i,2,-0.4,-1,25,-3
Cc1ccc(NC(=O)CCCn2nc(C)c3c(C)n(-c4ccccc4)nc3c2=O)cc1C,8,-0.9,11,-1,i,-3,-0.3,0,10,-4
Cc1occc1C(=O)N/N=C/C=C/c1ccccc1[N+](=O)[O-],-7,-0.8,0,-16,i,4,-0.1,-2,7,-1
Nc1ccc(Oc2ncccn2)cc1,14,5.2,3,9,i,10,-0.3,1,2,-4
COc1ccc(Cl)cc1NC(=O)C[n+]1ccccc1,8,-1.7,-9,3,i,-2,0.3,2,20,-12
COc1ccccc1CNC(=S)NC1CCCCC1,0,-0.2,5,-2,i,1,-0.4,2,-13,8
COc1ccc2cc(/C(C)=N/NC(=O)c3cc(-c4cccnc4)nc4ccccc34)ccc2c1,-3,-0.5,5,-9,/,-12,-0.6,1,-3,-1
CCOC(=O)C1(Cc2ccccc2C(F)(F)F)CCN(C(=O)c2cc(C)n(C)n2)CC1,-6,-0.2,3,-1,i,0,-0.6,2,2,-5
Cc1ccc(S(=O)(=O)N2CCOCC2)cc1N/N=C(\C#N)c1nc2ccccc2[nH]1,-8,0.5,-2,7,i,-10,-0.4,-4,9,-2
CC1CCCCN1C(=O)CSc1nc(-c2ccccc2)cn1N (stereo not drawn),0,-1.3,-5,8,i,0,0.1,-2,14,-3
CCOC(=O)C1=CNS(=O)(=O)NC1c1ccc(C)cc1 (stereo not drawn),0,-1.9,3,4,i,-1,0.6,0,3,4
O=CN1CCN(C(C(=O)NC2CCCC2)c2ccc(Cl)cc2)CC1 (stereo not drawn),-14,-1.1,-5,5,i,-2,0.0,2,2,-5
CS(=O)(=O)N(CC(O)Cn1c2ccccc2c2ccccc21)c1ccccc1 (stereo not drawn),12,3.1,-11,-1,i,-7,-1.2,-4,-7,-12
CC1=NN(c2ccccc2)C(=O)/C1=C\c1cc(C)n(-c2ccccc2)c1C,4,3.3,-2,-5,i,-5,-0.1,2,-5,-7
COc1ccc(OCC(O)CON2C(=O)c3ccccc3C2=O)cc1 (stereo not drawn),4,-1.8,-2,-5,i,1,-0.6,-1,-14,5
COc1cc(-c2nnn(Cc3ccccc3C)n2)cc(OC)c1OC,8,1.6,-10,-1,i,-1,-0.8,3,16,-8
Cc1cccc2c1N(CCOc1ccccc1Cl)C(=O)C2=O,-9,-0.5,1,-15,i,-7,-0.6,-3,-8,-1
S=c1nc[nH]c2c1ncn2C1CCCC1,6,-2.4,-2,1,i,-1,0.1,-2,16,-11
O=C1c2ccccc2C(=O)N1CSc1nnc2c3ccccc3n(CCc3ccccc3)c2n1,-9,3.0,2,-2,i,-2,-1.2,0,-16,-8
CCCCNC(=O)CC1N=C2c3ccccc3N=C(SCC(=O)Nc3cccc(OC)c3)N2C1=O (stereo not drawn),5,-0.7,2,-2,i,1,0.8,2,-3,1
CCC(CC)C(=O)OCC(=O)NC12CC3CC(CC(C3)C1)C2,5,-0.2,-2,1,i,0,-0.4,0,-8,-15
CC1=CC(C)(C)N2C(=O)C3(C(C#N)=C(N)OC4=C3C(=O)CCC4)c3c(C)c(C)cc1c32 (stereo not drawn),-7,-0.5,-3,3,i,-1,-1.1,-2,15,5
Cc1cn(CC(=O)NCc2ccccn2)c(=O)[nH]c1=O,3,-0.7,1,4,i,2,0.0,-4,-16,0
CCC(Sc1nc2n[nH]c(C)c2c(=N)n1-c1cccc(Cl)c1C)C(=O)N(CC)CC (stereo not drawn),11,-3.3,9,4,i,9,0.7,2,9,6
CC(C)CCn1c(COc2ccccc2)n[nH]c1=S,3,-0.8,1,2,i,0,-0.2,-2,-6,6
COc1ccc(C(=O)N/N=C(\C)c2cccc(NC(=O)c3ccc(F)cc3)c2)c(OC)c1,-2,2.7,4,4,i,-2,-0.8,1,-1,5
COc1ccc(S(=O)(=O)N2CCOCC2)cc1NC(=O)COC(=O)c1[nH]c(C)c(C(C)=O)c1C,-2,0.0,7,2,i,-1,-0.3,-1,10,-4
Cc1ccc(CNC(=O)c2ccc(S(=O)(=O)N3CCCCCC3)cc2)cc1,2,-1.6,-3,1,i,8,0.0,4,1,/
COCCN(CCOC)S(=O)(=O)c1ccc(C(=O)Nc2ccncc2)cc1,2,-1.8,-1,5,i,0,0.1,0,10,-5
Cc1ccc(-c2csc3ncn(C(C)C(=O)O)c(=O)c23)cc1 (stereo not drawn),9,-2.3,1,0,i,-1,-0.4,-1,14,-4
NC1=NC[C@@H](CC2CCCCC2)N1CCc1cc(C(F)(F)F)cc(C(F)(F)F)c1,1,-1.1,9,-84,i,62*,-0.7,4,18,16
CCCCc1nc(NCCN)c(C#N)c2c1CSC(C)(C)C2,-8,0.0,-11,-2,i,7,-1.1,-3,-21,-9
CCCCNC(=O)C(=O)NCC1CCCN1S(=O)(=O)c1cccs1 (stereo not drawn),-3,-0.4,0,5,i,-1,-0.3,0,8,-3
C/C(=N\NC(=S)Nc1ccccc1)C1Cc2ccccc2C(=O)O1 (stereo not drawn),5,-1.5,5,-3,i,-27,-0.4,1,29,-7
O=C(COC(=O)c1ccc(Br)o1)Nc1ccc(Br)cc1,11,0.1,4,0,i,7,0.0,-1,14,-3
Cn1nc(C(=O)Oc2cc(=O)n(C)c3ccccc23)c2ccccc2c1=O,3,-0.3,-2,-3,i,-2,0.3,-2,-5,-6
COc1cccc(NC(=O)CC2COc3ccccc3O2)c1 (stereo not drawn),6,0.5,-2,-4,i,0,-0.1,0,4,-3
COc1ccc(Cl)cc1NC(=O)CN(C)C(=O)c1ccc(N2CCCCCC2)c([N+](=O)[O-])c1,-1,4.0,0,-15,i,-5,-0.4,0,6,-10
C=CCN1CCc2nc(N)sc2CC1,9,20,30*,-19,i,-4,-1.1,0,7,-11
Cc1cc(Cl)ccc1C(=O)C1CCCN(C(=O)c2ccc3c(c2)OCO3)C1 (stereo not drawn),5,-0.3,-10,-5,i,0,-0.2,0,14,/
Cn1c(C(=O)NCCc2ccsc2)cc2c(=O)n(C)c3ccccc3c21,7,0.4,-5,-15,i,1,-0.5,1,-15,-4
S=c1[nH]nc(-c2ccc(Cl)cc2Cl)n1-c1ccc2c(c1)OCCO2,9,-1.6,3,2,i,1,-0.7,-1,-2,-3
COCC(=O)N1CCC(Oc2ccc(C(=O)NCCc3ccncc3)cc2)CC1,7,-1.4,-5,2,i,8,-0.4,-1,0,-4
CCOc1cc(C)c(S(=O)(=O)NCc2ccccn2)cc1C,-5,0.9,-4,1,i,2,-0.6,0,-1,-5
CCn1c(=O)c2c(nc(SCC(=O)NC3CCCC3)n2C)n(C)c1=O,18,-3.0,-13,1,i,3,-0.2,-2,-3,2
Cc1cccc(C(=O)NC2CCCCCCC2)c1,-8,0.3,-6,6,i,0,-1.1,0,6,-3
O=S(=O)(c1ccc(F)cc1)N1CCN(c2ccccn2)CC1,-9,0.6,-2,2,i,0,0.5,6,-3,-7
COC(=O)c1ccc(Cn2ccc(=O)[nH]c2=O)cc1,-7,0.5,3,3,i,-1,0.1,-3,-11,0
O=C1C2CCCCN2C(=O)N1CCCCN1CCN(c2ccc([N+](=O)[O-])cc2)CC1 (stereo not drawn),6,1.3,-2,-15,i,0,-0.1,-3,-5,3
N#Cc1c(-c2ccco2)cc(C2CC2)nc1N,-35,-0.1,1,-3,/,-3,0.1,-3,17,-5
COc1ccc(C(=O)NCc2cnn(C)c2C)cc1OC1CCN(C(C)C)CC1,14,-1.8,-6,2,i,0,-0.7,0,-4,-5
COCCCNC(=O)c1ccc(N2CCOCC2)c(NS(=O)(=O)c2ccc(OC)cc2)c1,12,-0.5,-7,29,i,2,-0.8,-6,-14,-8
Cc1ccc(NC(Cc2cc(C)no2)c2ccccc2)cc1 (stereo not drawn),1,1.8,-4,2,i,-2,0.6,3,19,-11
COC(=O)C1=C(CS(=O)(=O)c2ccc(C)cc2)NC(=O)NC1c1ccc(OC)c(OC)c1 (stereo not drawn),3,-1.3,-7,0,i,3,0.0,-1,1,-3
CCCOc1ccc(S(=O)(=O)NNC(=O)c2cc3ccccc3o2)cc1,2,1.3,-1,-1,i,-3,0.0,-2,8,-3
Nc1nc(SCc2ccc(Br)cc2)c2ncn(C3OC(CO)C(O)C3O)c2n1 (stereo not drawn),0,-2.1,0,10,i,0,0.0,-1,-2,-10
Cc1cc(N2CCOCC2)ccc1/C=C1\SC(=O)N(C(C)C)C1=O,-146,1.8,-4,-20,i,-4,0.4,4,-10,-8

# Already shown: an excerpt of the list.
SMILES,NRP1-CendR mod,LMPTP block,NadD block,SUMO1 PPI mod,Neddyl block,DNMT1 inh,TbMetRS inhib,STEP inh,SKN-1 block,Scp-1 inhibitor
CCCOc1ccc(S(=O)(=O)NNC(=O)c2cc3ccccc3o2)cc1,2,1.3,-1,-1,i,-3,0.0,-2,8,-3
Nc1nc(SCc2ccc(Br)cc2)c2ncn(C3OC(CO)C(O)C3O)c2n1 (stereo not drawn),0,-2.1,0,10,i,0,0.0,-1,-2,-10
Cc1cc(N2CCOCC2)ccc1/C=C1\SC(=O)N(C(C)C)C1=O,-146,1.8,-4,-20,i,-4,0.4,4,-10,-8
